Source: PubChem BioAssay
PfHsp90 yeast 2 = reduces growth (ATP signal) of yeast expressing P. falciparum Hsp90; S. cerevisiae expressing PfHsp90, BacTiter-Glo ATP, 48 h; yeast lacking PDR1 and PDR3 efflux regulators; inhibition, % at 9.4 µM; hit rate 0.32% among 310,000;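 active = every replicate shows inhibition above about 80%, whatever the replicate mean, limit read from the data; inconclusive = mean inhibition reaches the set limit but some replicate falls short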;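 note: 0% = DMSO neutral controls and 100% = 20 µM radicicol positive controls; yeast relying on Plasmodium falciparum Hsp90 in place of its own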
phage Ecoli inh = E. coli growth loss with phage present. growth absorbance. inhibition, % at 11.9 µM. hit rate 0.26% among 360,000; in the data active = inhibition above about 11%
MOR-DOR ag = OPRM1-OPRD1 heterodimerization agonism | P35372+P41143 | cells, luminescence | activation, % at 9.3 µM | hit rate 0.3% among 340,000 | AID 504326; in the data active = activation above about 18%;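 note: 0% = vehicle-treated cells and 100% = reference agonist; values of inactives mirror those of a sister screen read the other way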
SUMO Mot1 rescue = blocks SUMOylation pathway, rescuing yeast Mot1-301 growth | S. cerevisiae Mot1-301 growth rescue, ATP luminescence, 38.5C; percent above DMSO median, 100 means doubled | growth rescue, % at 18.8 µM | AID 2716 | hit rate 1% among 320,000;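 active = every valid replicate shows activation above 250% relative to neutral control wells; inactive = the rest, any valid replicate at or below 250%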;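 note: OY570 slx delta 5 strain wells were the positive control but not used for scaling; some compounds called inactive have numbers as strong as hits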
Tat transport = blocks Tat-dependent protein export in E. coli | hit rate 0.036% among 340,000 | E. coli MC4100 TorA-mCherry Tat export, fluorescence | AID 488895 | inhibition, % at 10 µM;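 active = mean replicate inhibition at least 50% and at least half of replicates individually reaching 50%; inconclusive = only one of the two criteria met; inactive = neither criterion met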;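 note: exported cargo escapes ClpAP degradation while cytoplasmic cargo is degraded and loses fluorescence; 0% = median of neutral control wells and 100% = median of NaSCN control wells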
AddAB inh = less growth of phage-infected E. coli with AddAB; E. coli expressing H. pylori AddAB, absorbance growth; AID 435030; hit rate 0.29% among 330,000; inhibition, % at 11.9 µM; in the data active = inhibition above about 12%;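 note: 0% = vehicle wells of infected cells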
OPRM1-OPRD1 inv = inverse agonist of human OPRM1-OPRD1 heterodimerization; hit rate 0.21% among 340,000; P35372+P41143; AID 504357; cell-based MOR-DOR heterodimer luminescence, inverse agonism; inhibition, % at 9.3 µM; in the data active = inhibition above about 22%, passing the limit was not always enough;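 note: 0% = cells with DMSO and 100% = wells without cells with DMSO; values of inactives mirror those of a sister screen read the other way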
Ecoli viability = reduces bacterial viability in AddAB counter-screen; inhibition, % at 11.9 µM; AID 449728; E. coli V3065 growth, OD600 absorbance, 18 h; hit rate 0.27% among 330,000;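 active = inhibition above the campaign's mean inhibition across all tested compounds plus 3 SD, cut at about 9.9% in these data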;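 note: uninfected addAB+ strain grown without phage in ampicillin broth; 0% = DMSO wells and 100% = ciprofloxacin 0.95 µg/ml wells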
PKA-R1A activ = activators of PKA-R1A complex; activation, % at 11.4 µM; PKA-R1A dissociation, Cy5-IP20 fluorescence polarization; scaled: DMSO 0%, 113 µM cGMP 100%; P00514+P68181; hit rate 0.083% among 340,000;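 active = percent activation above the mean of all tested compounds plus 3 SD, cut at about 19% in these data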;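 note: higher means more PKAc released from R1A so a rise in polarization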
Arrestin-AP2 inh = human beta-arrestin and AP2 interaction inhibition. AID 504490. inhibition, % at 10 µM. hit rate 0.31% among 340,000. FITC-arrestin peptide / GST-AP2 beads, flow cytometry; AP2 beta2 appendage carries R879A mutation;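 active = inhibition above a set limit, near 3 SD of compounds lacking own fluorescence, cut at about 54% in these data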;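 note: plate controls were DMSO wells for no effect and 5 µM unlabelled arrestin peptide for full effect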
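Test system: GST-tagged AP2 beta2-adaptin appendage (R879A) on 4 µm glutathione beads; also added: fluorescein-tagged arrestin peptide at 50 nM final; timing: 12 min plus 1 h, RT; signal: flow cytometry, FL1 (488/535 nm); read-out: percent drop in bead-associated FITC signal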
DSG3 Ab inh = inhibitors of pemphigus antibody binding to human desmoglein-3. P32926. DSG3-coupled beads, scFv-anti-DSG3-GFP binding, flow cytometry; active compounds read low. binding (percent of control), % at 10 µM. hit rate 0.48% among 310,000;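 active = binding more than 3 SD below its plate's average and above zero; inconclusive = below that plate limit but binding exactly zero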;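 note: hits lower antibody fragment binding to DSG3; some compounds called inactive have numbers as strong as hits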
Target sequence (P32926 whole entry, looked up, the tested form may be a part): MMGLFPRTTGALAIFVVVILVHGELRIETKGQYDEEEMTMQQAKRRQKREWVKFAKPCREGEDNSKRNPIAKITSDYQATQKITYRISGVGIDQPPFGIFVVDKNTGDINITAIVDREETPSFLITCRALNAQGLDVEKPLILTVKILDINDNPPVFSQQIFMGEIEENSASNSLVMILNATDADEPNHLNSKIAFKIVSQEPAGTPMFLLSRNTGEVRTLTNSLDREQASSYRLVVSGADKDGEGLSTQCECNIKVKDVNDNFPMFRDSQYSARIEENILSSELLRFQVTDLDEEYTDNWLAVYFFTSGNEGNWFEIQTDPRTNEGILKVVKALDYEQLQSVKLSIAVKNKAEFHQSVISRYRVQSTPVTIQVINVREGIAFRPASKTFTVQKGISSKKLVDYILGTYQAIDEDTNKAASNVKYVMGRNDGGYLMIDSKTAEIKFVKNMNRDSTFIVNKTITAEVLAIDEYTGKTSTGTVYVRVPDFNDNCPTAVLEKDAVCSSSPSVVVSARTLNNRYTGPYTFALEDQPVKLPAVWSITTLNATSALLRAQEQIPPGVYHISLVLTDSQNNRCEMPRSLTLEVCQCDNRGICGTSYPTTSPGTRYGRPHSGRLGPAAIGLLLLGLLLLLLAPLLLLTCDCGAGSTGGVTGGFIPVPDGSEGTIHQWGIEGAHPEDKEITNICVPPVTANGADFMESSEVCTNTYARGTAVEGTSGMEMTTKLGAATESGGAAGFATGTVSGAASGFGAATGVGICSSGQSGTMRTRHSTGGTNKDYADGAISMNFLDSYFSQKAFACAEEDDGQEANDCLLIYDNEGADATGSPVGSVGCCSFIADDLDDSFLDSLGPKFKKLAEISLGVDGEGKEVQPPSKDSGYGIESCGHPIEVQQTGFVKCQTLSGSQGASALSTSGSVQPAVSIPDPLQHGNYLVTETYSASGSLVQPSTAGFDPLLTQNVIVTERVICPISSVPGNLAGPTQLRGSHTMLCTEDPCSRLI
Active calls of the source: *; ? = inconclusive; / = not tested or not shown; & = joins results of further samples. Rows are unselected; overall some 2.8% were active at least once.

SMILES	PfHsp90 yeast 2	phage Ecoli inh	MOR-DOR ag	SUMO Mot1 rescue	Tat transport	AddAB inh	OPRM1-OPRD1 inv	Ecoli viability	PKA-R1A activ	Arrestin-AP2 inh	DSG3 Ab inh
Cc1oc2c(c(C)cc3oc(=O)c(CC(=O)N[C@@H](CCCNC(N)=O)C(=O)O)c(C)c32)c1C	15.9	4.5	-3.6	285.5	-1.9	1.5	16.3	-0.3	1.8	-1.2	105.2
Cc1ccc(N2CCN(C3=NC(=O)/C(=C\c4cccs4)S3)CC2)cc1	-7.9	2.5	-0.5	9.8	7.7	4.3	2.3	-0.1	-2.2	20.5	97.9
COc1cc2c(cc1OC)C(c1cc(OC)c(OC)c(OC)c1)NCC2 (stereo unspecified)	67.3	2.3	-1.5	-6.4&11.6	3.3&-1.5	-0.2	7.7	-2.4	3.6	-5.9	101.6
Cc1ccccc1C(=O)NC1CCN(C(=O)NC2CCCCC2)CC1	-15.7	2.3	0.2	-19.3	-2.5	3.2	-1.3	0.8	-10.8	-16.6	97.2
CN(Cc1ccccc1)C(=O)c1ccccc1NC(=O)c1ccccc1	32.1	0.2	-0.1	/	-5.7	0.5	0.3	-0.8	-3.4	1.4	95.5
Cc1cccnc1Nc1nc(-c2ccccc2)cs1	-7.2	1.6	2.5	-0.7	4.2	-0.6	-11.8	0.6	-13.2	-6.8	108.3
O=C(CN(C(=O)CCC(=O)Nc1nccs1)c1ccc(F)c(Cl)c1)NCC1CCCO1 (stereo unspecified)	-1.5	5.3	-1.5	5.3	0.7	5.9	9.7	0.1	3.0	2.5	/
CC(C)Oc1ccc(S(=O)(=O)N2CCOCC2)cc1NC(=O)C(C)Oc1ccc(F)cc1 (stereo unspecified)	2.0	2.6	-3.0	-14.1	6.4	-0.5	16.6	-1.1	-2.5	9.2	109.3
CCC1(O)CC2CN(CCc3c([nH]c4ccccc34)C(C(=O)OC)(c3cc4c(cc3OC)N(C=O)C3C(O)(C(=O)OC)C(OC(C)=O)C5(CC)C=CCN6CCC43C65)C2)C1 (stereo unspecified)	-8.1	2.5	-1.9	/	2.9	/	8.3	/	1.8	-6.0	88.6
Cc1cnc(C(=O)N2CCN(c3ccc(C(F)(F)F)cn3)CC2)cn1	2.6	2.3	-0.3	-7.9	6.1	0.7	1.5	-0.8	-2.9	9.4	/
CSCCC(NC(=O)c1ccc(Cl)cc1)C(=O)O (stereo unspecified)	12.1	0.3	-0.7	7.5	-6.3	0.2	3.7	2.5	1.4	17.9	102.3
Cc1c(NC(=O)c2c(NC(=O)CNC3CC3)sc3c2CCCC3)c(=O)n(-c2ccccc2)n1C	0.4	-1.5	-0.8	-14.9	-3.3	2.1	4.4	0.0	2.5	15.5	106.1
Cc1ccnc(NC(=O)/C=C/c2ccccc2Cl)c1	-3.6	4.5	2.9	13.9	-4.4	0.9	-21.4	4.2	-3.8	0.8	102.3
CCOCCn1c(CN2CCN(c3ccc(OC)cc3)CC2)nc2c1c(=O)n(C)c(=O)n2C	-2.4	0.4	-2.3	-0.9	-1.0	2.0	12.6	1.1	-6.4	-3.8	82.8
Cc1ccc(-n2ncc3c(=O)[nH]c(SCC(=O)N4CCCCC4)nc32)cc1	-9.2	-0.7	0.4	-3.5	13.0	-4.4	-2.2	-4.4	-0.8	7.7	104.2
O=C(COC(=O)c1ccccc1C(=O)c1ccccc1)Nc1ccc(SC(F)F)cc1	-26.5	2.1	4.9	0.7	-2.3	2.6	-24.8	1.5	-13.2	22.6	93.5
CCOc1ccc(N(C)S(=O)(=O)c2ccc3[nH]cc(C(=O)NCC(OC)OC)c(=O)c3c2)cc1	2.6	1.1	-1.3	-10.4	-1.4	0.0	6.4	-0.6	-2.8	-8.5	99.7
COC(=O)c1scc(C)c1-n1ccc(C(=O)C(=O)N(C)C)c1	7.7	5.0	-0.8	2.0	-2.2	1.1	3.8	-2.4	12.5	-1.7	97.8
COc1ccc(CCNC(=O)c2ccc(-c3cccc([N+](=O)[O-])c3)o2)cc1OC	-10.0	3.0	-3.0	7.0	-10.7	1.6	15.3	-0.7	-4.5	1.2	102.6
CCOC(=O)c1c(S(=O)(=O)NCc2cccs2)c(C)n(C)c1C	-29.8	2.3	-4.1	-5.1	-1.7	0.5	21.3	0.2	-14.4	-1.7	/
O=C(CCN1C(=O)c2ccccc2C1=O)Nc1ccc(F)cc1F	-20.2	1.3	-2.6	-4.3	-8.4	0.7	13.8	1.0	-2.6	-5.3	99.1
Cc1cccc(OCCSc2cc(C)nc(N)n2)c1	-3.4	3.3	-0.1	-10.6	4.8	-0.6	0.6	1.7	-6.5	-6.6	100.2
NC(=O)[C@H]1CC2(CC(c3cccc(NC(=O)[C@H]4CCC(=O)N4)c3)=NO2)CN1C(=O)c1cc([N+](=O)[O-])cc([N+](=O)[O-])c1 (stereo partly specified)	-22.2	0.2	6.1	4.4	-11.7	2.2	-28.2	-1.4	-6.7	-0.9	100.8
O=C(Nc1cc([N+](=O)[O-])c2[nH]c(=O)c3ccccc3c2c1)C(F)(F)F	-0.8	13.7*	2.2	/	5.8	/	-9.7	/	-2.7	16.8	92.5
CCOC(=O)Nc1ccc2nc(Sc3ccc(Cl)cc3)sc2c1	-0.6	1.5	1.2	-6.2	-6.6	1.8	-6.5	1.0	-1.6	13.8	98.4
Next part.
SMILES	PfHsp90 yeast 2	phage Ecoli inh	MOR-DOR ag	SUMO Mot1 rescue	Tat transport	AddAB inh	OPRM1-OPRD1 inv	Ecoli viability	PKA-R1A activ	Arrestin-AP2 inh	DSG3 Ab inh
CCCC(c1nnnn1Cc1ccc(F)cc1)N1CCN(C2CCCCC2)CC1 (stereo unspecified)	22.5	1.9	-1.2	-0.1	-0.8	1.1	5.1	0.5	-2.5	-7.9	111.5
Cc1nc2ccccn2c1C(=O)NNC(=O)Nc1cccc(C(F)(F)F)c1	15.1	0.7	-0.8	-15.6	-0.4	7.2	4.5	3.6	-7.2	3.9	/
CC(C)CCNC(=O)COc1ccc(N(C)S(=O)(=O)c2ccc(F)cc2)cc1	-7.9	3.1	0.5	3.6	-6.9	3.4	-2.6	-1.1	-9.1	-9.4	102.2
COc1cc(NC(=O)c2cccc(NC3=NC4CS(=O)(=O)CC4S3)c2)cc(OC)c1OC (stereo unspecified)	-3.2	-1.1	-1.8	-1.1	-1.4	-0.5	10.8	-1.3	-1.4	-16.4	106.7
CC1(c2nnc(-c3ccncc3)o2)CC(c2cccc(Cl)c2)=NO1 (stereo unspecified)	1.1	2.2	-0.7	5.5	-3.2	2.7	3.9	-2.1	1.2	6.7	102.1
COc1ccc(/C(C)=N/OC/C(O)=C(\C#N)c2nc3ccccc3[nH]2)cc1	-3.3	3.2	-2.6	-4.0	4.0	2.8	14.2	1.7	-7.8	-5.0	113.0
CS(=O)(=O)Nc1nnc(SCC(=O)N(c2ccccc2)c2ccccc2)s1	-5.5	3.6	-1.5	376.1	-11.2	-0.5	8.1	2.6	9.6	24.5	104.7
C/C=C(\C)C(=O)NCCN1C2=NC[C@H](C(C)C)N2C[C@@H]1Cc1ccc(OC)cc1	4.1	3.9	1.2	-6.3	3.8	0.0	-7.1	-0.2	2.1	4.8	106.8
COCCn1c(SCC(=O)NN2C(=O)NC(C)(c3ccccc3)C2=O)nnc1-c1ccncc1 (stereo unspecified)	-8.9	2.9	-3.7	-18.0	1.8	1.4	13.8	-1.4	-5.9	-3.8	102.1
O=C(CNc1ccccc1Cl)c1ccc(Br)cc1	9.6	2.6	-1.7	8.6	-15.1	-0.6	8.8	-1.2	-17.1	11.5	113.9
O=C(c1ccc(NS(=O)(=O)c2cccc([N+](=O)[O-])c2)cc1)N1CCN(C(=O)c2ccco2)CC1	/	1.9	-3.7	118.0	6.6	1.2	14.5	-2.1	10.0	3.1	95.1
CC1CCCN(S(=O)(=O)c2ccc(NC(=O)CN3CCN(C)CC3)cc2)C1 (stereo unspecified)	/	3.3	-4.3	5.4	2.2	-1.0	20.4	0.9	3.3	30.4	103.4
Cc1cc2occ(CC(=O)NNC(=O)c3ccccc3)c2cc1C	-17.8	1.2	0.1	12.1	-0.7	-0.1	-0.2	1.1	10.3	-0.3	106.6
CCC(=O)Nc1ccc(OC)cc1OC	-33.0	1.3	-1.0	79.0	-10.0	3.1	6.0	0.2	9.8	0.5	/
CN(C(=O)COC(=O)CNC(=O)C12CC3CC(CC(C3)C1)C2)C1CCS(=O)(=O)C1 (stereo unspecified)	-30.6	3.7	-0.2	-5.7	?	-0.2	1.0	-0.6	-1.8	-2.2	117.5
COC(=O)C1=C(C)N(CCCC(=O)O)C(=O)NC1c1cc2c(cc1[N+](=O)[O-])OCO2 (stereo unspecified)	16.8	0.7	-0.9	-8.5	-6.2	-1.4	5.4	0.3	-10.8	31.5	102.7
CC(C)CCN1CCN(C2CCN(c3ccccc3)CC2)CC1CCO (stereo unspecified)	0.1	2.9	-0.5	0.6	-1.7	-0.5	3.9	-2.6	-20.8	3.6	92.0
CC(C)(C)NC(=O)NC(=O)CN1CCN(S(=O)(=O)c2ccc3c(c2)CCCC3)CC1	/	0.2	2.5	0.9	7.6	-0.2	-13.2	-0.7	-3.5	-4.7	104.9
CC(C)c1nnc(NC(=O)CCCCCN2C(=O)C3C4C=CC(C4)C3C2=O)s1 (stereo unspecified)	4.0	2.1	1.9	-3.6	0.5	3.4	-9.8	0.6	-10.5	-16.3	108.4
Cc1cccc(NC(=O)c2ccc(S(=O)(=O)N3CCCCC3)cc2)c1	18.2	-0.2	-1.2	3.0	-4.0	-1.0	6.1	-0.8	7.0	17.6	95.7
Brc1ccc(C2=Nc3ccccc3C(c3ccncc3)=NN2)cc1	18.0	4.2	-3.5	183.3	-1.1	0.9	17.6	4.6	-0.4	17.4	93.1
O=C1/C(=C\c2cccc(O)c2)SC(=S)N1Cc1ccccc1	10.1	2.9	2.0	-29.3	4.7	-1.5	-9.6	0.9	-2.7	41.2	121.2
CCOC(=O)c1oc2c(CN3CCN(CCO)CC3)c(O)c(CC)cc2c(=O)c1-c1nc2ccccc2s1	7.3	1.8	-0.9	14.3	1.8	1.4	5.3	-1.1	0.6	10.7	95.6
C/C(=N\NC(=O)c1ccc(N(C)C)cc1)c1cccnc1	8.0	2.0	-4.2	-9.2	-4.0	-0.2	21.7	-0.7	8.7	32.0	/
O=[N+]([O-])c1cc(Cl)ccc1N1CCN(c2ccccc2O)CC1	-4.5	2.8	/	0.1	-1.0	4.2	/	3.9	/	6.0	/
CN(C(=O)CSc1nc(C2CC2)n(-c2ccccc2)n1)C1CCS(=O)(=O)C1 (stereo unspecified)	/	3.0	1.2	/	-1.4	/	-7.8	/	-5.3	-2.5	102.6
